Screens (PubChem BioAssay)
ABCB6 inh MLPCN – inhibitors of human ABC transporter ABCB6; Q9NP58; K562-ABCB6 porphyrin accumulation, flow cytometry, 1 h; stronger effect = lower value; fluorescence ratio to DMSO, % at 10 µM; 0.19% of 360,000 active; AID 602162;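 active = fluorescence ratio to DMSO below 75%, the collection mean minus 3 SD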;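 note: signal is porphyrin accumulated inside mitochondria; 100% equals median channel fluorescence of DMSO control wells; lower ratio means ABCB6 inhibition with less porphyrin fluorescence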
Target sequence (Q9NP58 whole entry, looked up): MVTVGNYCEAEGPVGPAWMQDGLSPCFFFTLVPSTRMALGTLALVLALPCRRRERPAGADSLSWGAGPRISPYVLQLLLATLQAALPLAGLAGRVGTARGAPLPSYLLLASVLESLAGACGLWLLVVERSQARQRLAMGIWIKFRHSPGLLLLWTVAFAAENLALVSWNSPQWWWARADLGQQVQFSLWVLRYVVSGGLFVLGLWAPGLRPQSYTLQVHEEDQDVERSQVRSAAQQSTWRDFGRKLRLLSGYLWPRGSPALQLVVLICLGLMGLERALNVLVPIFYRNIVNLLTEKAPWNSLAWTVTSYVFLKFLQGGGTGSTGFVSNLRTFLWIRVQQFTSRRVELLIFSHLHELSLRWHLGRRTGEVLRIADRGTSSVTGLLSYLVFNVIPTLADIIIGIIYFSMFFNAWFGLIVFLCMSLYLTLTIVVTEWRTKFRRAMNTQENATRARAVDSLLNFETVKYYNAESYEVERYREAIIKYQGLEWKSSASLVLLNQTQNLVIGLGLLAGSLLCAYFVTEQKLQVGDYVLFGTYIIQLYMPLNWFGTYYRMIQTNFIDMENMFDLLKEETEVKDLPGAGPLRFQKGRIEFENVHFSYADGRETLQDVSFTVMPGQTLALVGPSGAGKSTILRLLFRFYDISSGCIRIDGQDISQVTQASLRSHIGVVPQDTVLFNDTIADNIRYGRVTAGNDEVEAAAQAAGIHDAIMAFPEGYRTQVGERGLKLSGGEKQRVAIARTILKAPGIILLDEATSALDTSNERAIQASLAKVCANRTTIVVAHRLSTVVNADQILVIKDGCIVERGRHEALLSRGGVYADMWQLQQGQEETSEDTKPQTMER
Granule exo inh – blocks lytic granule exocytosis | TALL-104 LAMP-1 surface exposure, flow cytometry; cells stimulated with thapsigargin and PMA | inhibition, % at 10 µM | 0.66% of 360,000 active | AID 651702;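 active = inhibition above about 55%, limit read from the data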
m5-HT2A agonist – activates the mouse 5-HT2A serotonin receptor | activation, % at 7.6 µM | P35363 | AID 624169 | CHO-K1 mHTR2A beta-arrestin complementation, luminescence; percent of 30 µM serotonin response | 0.66% of 360,000 active;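 active = activation above a run cutoff, the mean activation of all tested compounds plus 3 SD, cut at about 14% in these data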;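 note: 0% = plate median of compound wells and 100% = 30 µM serotonin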
MC4R antagonist – antagonists of human melanocortin 4 receptor (MC4R) | P32245 | MC4R-expressing cells, MTII-stimulated cAMP, LANCE TR-FRET | inhibition, % at 6.5 µM | 0.48% of 360,000 active;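 active = inhibition above its plate's cutoff, the mean of tested wells on that plate plus 3 SD, cut at about 29% in these data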;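 note: 0% = Melanotan II alone and 100% = Melanotan II plus saturating MCL0020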
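Material: U2OS-MC4R stable cell line | Reagent: Melanotan II challenge after compound preincubation | Doses: One concentration, 6.5 µM nominal | Incubation: 30-min compound preincubation, 1-h Melanotan II challenge, 1-h detection, room temperature | Signal: TR-FRET cAMP assay | Replicates: One well per compound, no replicates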
H9c2 protect – myocardial damage modulation in H9c2 cells. H9c2 cardiomyocytes, H2O2 injury protection, ATPLite, 2 h. protection from H2O2 cell death, % at 20 µM. 0.63% of 360,000 active. AID 588492;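 active = compounds giving at least 50% protection of heart cells from peroxide-induced death in the single-dose screen, raw or plate-pattern-corrected value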;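 note: 0% = DMSO wells with peroxide and 100% = DMSO wells without peroxide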
iPSC survival up – hiPSC single-cell survival enhancement; ATPlite luminescence; 100% = ROCK inhibitor wells, 0% = DMSO; survival enhancement, % at 20 µM; 0.044% of 360,000 active; in the data active = survival enhancement above about 18%;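 note: cells exposed to compounds for 16 hours before the ATP read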
ABHD5-PLIN5 inh – inhibitors of human ABHD5-perilipin-5 interaction. 0.78% of 360,000 active. inhibition, % at 4 µM. Split G. princeps luciferase complementation, luminescence, 4 h;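 active = inhibition above the mean inhibition across every tested compound plus 3 SD, cut at about 22% in these data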;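 note: 0% = DMSO only wells and the 100% control is not disclosed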
N-glyco inh – blocks N-linked glycosylation in D54 reporter cells | D54 ERlucT glycosylation luciferase reporter, 24 h; percent of 100 nM tunicamycin response | reporter increase, % at 12.5 µM | 0.23% of 360,000 active | AID 588692;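 active = mean luciferase reporter signal, scaled so untreated is 0 and the glycosylation-blocking control 100, at or above a set limit in every replicate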;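 note: luciferase carries N-glycosylation sites so blocking glycosylation raises the light; 0% = median of neutral control wells and 100% = median of 100 nM tunicamycin wells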
MC4R ag barr – activates human MC4R beta-arrestin recruitment. 0.98% of 360,000 active. activation, % at 8.9 µM. P32245. U2OS MC4R beta-arrestin complementation, luminescence; percent of melanotan II response, DMSO zero;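 active = activation above a per-plate cutoff, the mean activation of sample wells on that plate plus 3 SD, cut at about 8% in these data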
aDG glyco act – alpha-DG glycosylation activation | Pro5-aDG cells, alpha-DG glycosylation AlphaScreen (IIH6); 0% Pro5, 100% B10-LARGE cell signal | activation, % at 10 µM | 0.22% of 360,000 active | AID 624168;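 active = activation of at least 8% versus controls, or a plate z-score of at least 8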;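 note: Pro5 are CHO cells carrying HIG-tagged alpha-DG that lacks glycosylation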
Numbers without * were called inactive; / = not tested or not shown.

entry	Molecule	ABCB6 inh MLPCN	MC4R antagonist	H9c2 protect	MC4R ag barr	N-glyco inh	m5-HT2A agonist	ABHD5-PLIN5 inh	iPSC survival up	aDG glyco act	Granule exo inh
1	CC(Sc1ccccc1)C(=O)N(CCC#N)Cc1cccnc1 (stereo unspecified)	96	14	-4	-1.4	3	3	3	-0.5	0.0	-1
2	COc1ccccc1OCC(=O)N1CCCCCC1	97	4	0	-0.1	0	-5	-5	2.9	0.0	1
3	Nc1nonc1-n1nnc(C(=O)N/N=C/c2ccc(O)cc2)c1CN1CCCCCC1	98	14	-5	0.5	8	-1	0	3.1	0.2	1
4	CCOc1ccc(C(=O)OCC(=O)NCCCc2ccccc2)cc1	98	5	-4	-0.9	1	-7	1	-0.6	0.0	4
5	COc1ccc(NC(=O)CN2CCc3ccccc3C2)c(OC)c1	97	17	1	1.2	1	-3	-5	-0.5	0.0	-19
6	Cc1ccc(S(=O)(=O)NCCCCCC(=O)Nc2c(C)n(C)n(-c3ccccc3)c2=O)cc1	89	2	7	-4.8	-1	-3	-3	-1.1	0.3	-6
7	CC(=O)c1sc(NC(=O)CCN2C(=O)C3CC=CCC3C2=O)nc1-c1ccccc1 (stereo unspecified)	96	6	7	-3.2	-2	-2	-2	-0.5	0.1	9
8	O=C(Cc1ccccc1Cl)NCCCn1ccnc1	97	1	8	1.2	1	10	11	3.4	-0.2	-4
9	O=C1CSC(=Nc2cc(Cl)ccc2Cl)N1	108	4	-1	0.2	0	6	-14	7.9	-0.2	1
10	COc1ccc(CNC(=O)c2cnccn2)cc1	100	19	8	2.3	1	1	0	-0.1	-0.4	0
11	C[C@]12C(=O)N(c3ccc(F)cc3)C(=O)N1[C@H]1c3ccccc3OC[C@@H]1[C@H]2c1ccccc1	100	18	-10	4.5	-9	6	-3	-2.4	0.4	0
12	O=c1[nH]n2c(C(F)(F)F)cc(C3CC3)nc2c1N=Nc1ccccc1	100	11	22	-2.6	1	6	0	-0.6	0.1	-2
13	CC(C)CNc1nnnc2c1sc1nc(N3CCOCC3)c3c(c12)CCCC3	92	4	10	1.4	0	-6	2	1.8	-0.1	8
14	CC1CCCC(C)N1CC(O)COC1CCC(C(C)(C)C)CC1 (stereo unspecified)	100	22	4	1.5	-2	-4	7	-0.7	0.0	17
15	CCn1c(SCC(=O)N/N=C/c2cc(OC)c(OC)c(OC)c2)nc2ccccc21	104	5	-1	0.6	2	1	2	1.8	-0.1	0
16	COC(=O)c1c(C)[nH]c(C(=O)OC(C)C(=O)NC2CCCCC2C)c1C (stereo unspecified)	96	-1	0	1.1	0	0	6	-1.1	0.3	1
17	CC1=NN(C(=O)c2ccccc2Br)C(O)(c2cccnc2)C1 (stereo unspecified)	99	1	12	-1.6	3	-2	-3	-0.5	-0.1	0
18	Cc1onc(-c2ccccc2)c1C(=O)NC(C)C1CCCO1 (stereo unspecified)	101	11	3	0.1	2	3	-2	8.2	0.1	-1
19	CC(=O)Nc1cncc(-c2cccc(C(=O)NCCN(C)C)c2)n1	99	-2	-2	-1.3	15	5	-2	1.3	0.0	13
20	O=C1c2ccccc2C(=O)c2c([N+](=O)[O-])ccc(O)c21	106	-1	-11	0.0	2	2	-7	-0.3	-0.4	59*
21	COCC(C)NC(=O)Cc1ccc(Cl)cc1 (stereo unspecified)	99	1	3	-1.3	1	-1	0	-0.9	-0.2	-4
22	Cn1cc(/C(Cc2ccccc2)=N\O)c2ccccc21	102	-2	1	-3.0	8	-5	-6	3.8	0.1	0
23	Nc1nc2c(ncn2[C@@H]2O[C@H](CNCc3cnc(N4CCOCC4)nc3)[C@@H](O)[C@H]2O)c(=O)[nH]1	92	/	5	/	3	-2	-2	1.8	0.3	-1
24	N#Cc1cccc(NC(=O)c2ccc(S(=O)(=O)N3CCOCC3)cc2)c1	100	2	-5	-3.2	0	-7	0	0.4	-0.1	-1
25	CC(=O)N1[C@H](C)C=C[C@]1(Cc1ccccc1)C(=O)O	99	-2	10	-1.0	2	-6	6	-2.0	0.3	9

The final 2 entries of the part above lead into the next:
entry	Molecule	ABCB6 inh MLPCN	MC4R antagonist	H9c2 protect	MC4R ag barr	N-glyco inh	m5-HT2A agonist	ABHD5-PLIN5 inh	iPSC survival up	aDG glyco act	Granule exo inh
24	N#Cc1cccc(NC(=O)c2ccc(S(=O)(=O)N3CCOCC3)cc2)c1	100	2	-5	-3.2	0	-7	0	0.4	-0.1	-1
25	CC(=O)N1[C@H](C)C=C[C@]1(Cc1ccccc1)C(=O)O	99	-2	10	-1.0	2	-6	6	-2.0	0.3	9
26	Cc1ccc(OC(F)F)c(NC(=O)Nc2ccc3c(c2)OCO3)c1	96	-4	-4	-2.4	1	-4	-2	-0.1	0.0	4
27	N#Cc1ccccc1S(=O)(=O)N1CCN(C(=O)c2ccc(-n3cncn3)c([N+](=O)[O-])c2)CC1	95	5	-7	-3.7	2	14	-4	0.3	0.0	1
28	CCCCn1c(N)c(NCCC)c(=O)[nH]c1=O	101	2	3	-0.4	4	-1	2	-0.4	0.2	-8
29	COc1ccc2cc(C3=CC(=O)CCC3)ccc2c1	96	-10	-16	-2.3	-11	2	7	6.8	0.1	-2
30	COc1ccc2[nH]c(=O)c(CNc3ccc(C)c(C)c3)cc2c1	114	11	58*	0.8	3	-1	2	-0.8	0.3	-4
31	COc1cccc(CNC(=S)Nc2ccc(Cl)cc2C)c1	94	8	5	-1.4	-2	-4	-7	0.0	0.2	11
32	CC(=O)Nc1cccc(C(=O)N/N=C/c2ccc(C)o2)c1	96	-2	2	-2.4	1	4	1	2.2	0.0	2
33	COc1ccc(C(=O)Nc2ccc(S(=O)(=O)Nc3nccc(C)n3)cc2)cc1[N+](=O)[O-]	99	-3	0	-1.6	2	-3	0	4.1	0.1	-5
34	COc1cc2cc(CN(CCc3ccccc3C)C(=S)NCCCN3CCOCC3)c(=O)[nH]c2cc1OC	101	9	19	-1.4	-2	-3	14	-0.4	0.3	17
35	CC(=O)Nc1ccc(S(=O)(=O)NNC2=NS(=O)(=O)c3ccccc32)cc1	94	-5	1	0.5	2	8	4	-1.3	-0.2	-4
36	COc1ccc(-c2[nH]ncc2CN2CCC(C(=O)c3ccc(F)cc3)CC2)cc1	91	2	-4	-0.9	-4	0	1	-0.3	0.1	-4
37	CCOc1ncccc1C(=O)Nc1ccccc1F	97	4	1	0.7	2	-4	8	0.1	0.1	10
38	COc1ccc(NC(=S)N(CCc2ccncc2)C(C)C)cc1Cl	97	-4	-2	0.1	2	-4	-1	0.4	-0.1	-5
39	COc1ccc(-c2nc3ccc(C)cn3c2NCc2ccc3c(c2)OCO3)cc1	100	-1	1	-4.4	1	-2	1	0.2	0.3	-2
40	CCc1nc2ccccc2n1Cc1ccccc1OC	103	9	-15	2.1	-1	0	1	-1.7	0.2	-8
41	CCOc1cccc2cc(C(=O)NCc3ccc(OC)cc3)c(=N)oc12	91	6	-3	3.2	/	3	-1	-0.4	-0.1	0
42	O=C(OCc1cncs1)c1ccccc1Cl	97	2	-3	-3.0	0	1	4	0.4	-0.5	3
43	CC(C)Oc1ccc(C(=O)N2CCC(CCC(=O)NC3CC3)CC2)cc1	94	1	-6	0.3	1	-2	4	0.4	-0.3	2
44	CNC(=O)C[C@H]1C(=O)N(C2CCCCC2)C[C@@H]1c1ccc(Br)cc1	99	8	-6	0.2	0	4	4	0.3	0.2	-6
45	CCOc1cc(N2CCOCC2)c(OCC)cc1NC(=O)C(NC(=O)c1ccco1)C(C)C (stereo unspecified)	110	9	1	0.6	1	-2	4	-2.1	0.3	-3
46	COc1ccc(S(=O)(=O)CCC(=O)NCCc2ccc(S(N)(=O)=O)cc2)cc1	103	-3	-5	1.2	2	1	-3	13	0.1	1
47	CCN(Cc1ccccc1)C(=O)c1ccc(SC)cc1OC	104	2	-8	-2.2	1	-6	2	-0.7	0.0	-2
48	O=C(CSCc1ccc([N+](=O)[O-])cc1)Nc1cccc(C(=O)Nc2ccccc2C(=O)O)c1	100	9	0	-0.3	1	2	1	-0.9	-0.2	2
49	CN(C(=O)COC(=O)c1cc2c(s1)CCCCC2)c1ccccc1	93	2	-9	-1.0	0	1	1	0.0	0.0	-2
50	Oc1ccccc1C1CCCCC1c1ccccc1 (stereo unspecified)	98	2	-7	2.0	-3	5	-13	-0.5	-0.1	13
51	CC(=O)Nc1cccc(-c2csc(C(C)(O)c3ccccc3)n2)c1 (stereo unspecified)	97	11	-3	1.3	-1	-3	-6	-2.1	-0.1	1

Compound profiles, from the list above. Values in the order: ABCB6 inh MLPCN | MC4R antagonist | H9c2 protect | MC4R ag barr | N-glyco inh | m5-HT2A agonist | ABHD5-PLIN5 inh | iPSC survival up | aDG glyco act | Granule exo inh
Record of COc1ccc(S(=O)(=O)CCC(=O)NCCc2ccc(S(N)(=O)=O)cc2)cc1 → 103 | -3 | -5 | 1.2 | 2 | 1 | -3 | 13 | 0.1 | 1
Record of CCOc1ncccc1C(=O)Nc1ccccc1F → 97 | 4 | 1 | 0.7 | 2 | -4 | 8 | 0.1 | 0.1 | 10

Three of the entries above in order of the ABCB6 inh MLPCN value, ascending.
item | molecule | ABCB6 inh MLPCN
43 | CC(C)Oc1ccc(C(=O)N2CCC(CCC(=O)NC3CC3)CC2)cc1 | 94
29 | COc1ccc2cc(C3=CC(=O)CCC3)ccc2c1 | 96
50 | Oc1ccccc1C1CCCCC1c1ccccc1 (stereo unspecified) | 98

A few values from the results shown.
no. 41 in MC4R antagonist is listed with 6
no. 34 in MC4R ag barr is listed with -1.4
